MC4R barr agon – activates human MC4R beta-arrestin recruitment. U2OS MC4R beta-arrestin complementation, luminescence; percent of melanotan II response, DMSO zero. P32245. activation, % at 8.9 µM. actives 0.98% (n = 360,000);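 active = activation above a per-plate cutoff, the mean activation of sample wells on that plate plus 3 SD, cut at about 8% in these data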
Target sequence (P32245 whole entry, looked up): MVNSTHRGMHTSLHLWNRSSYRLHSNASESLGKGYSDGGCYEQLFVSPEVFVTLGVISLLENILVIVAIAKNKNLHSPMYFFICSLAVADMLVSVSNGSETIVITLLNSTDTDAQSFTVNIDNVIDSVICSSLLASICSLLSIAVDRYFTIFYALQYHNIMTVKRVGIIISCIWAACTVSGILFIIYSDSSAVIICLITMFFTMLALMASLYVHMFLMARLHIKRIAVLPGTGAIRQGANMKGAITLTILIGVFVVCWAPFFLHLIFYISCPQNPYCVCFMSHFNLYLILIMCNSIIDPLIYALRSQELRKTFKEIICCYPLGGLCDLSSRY
N-glyco inh – blocks N-linked glycosylation in D54 reporter cells. D54 ERlucT glycosylation luciferase reporter, 24 h; percent of 100 nM tunicamycin response. actives 0.23% (n = 360,000). AID 588692. reporter increase, % at 12.5 µM;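 active = mean luciferase reporter signal, scaled so untreated is 0 and the glycosylation-blocking control 100, at or above a set limit in every replicate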;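 also: luciferase carries N-glycosylation sites so blocking glycosylation raises the light; 0% = median of neutral control wells and 100% = median of 100 nM tunicamycin wells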
MC4R antagonist – human MC4R antagonism in cAMP assay. actives 0.48% (n = 360,000). P32245. MC4R-expressing cells, MTII-stimulated cAMP, LANCE TR-FRET. inhibition, % at 6.5 µM;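 active = inhibition above its plate's cutoff, the mean of tested wells on that plate plus 3 SD, cut at about 29% in these data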;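 also: 0% = Melanotan II alone and 100% = Melanotan II plus saturating MCL0020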
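Material: human MC4R-expressing U2OS cells. Probe or stimulus: Melanotan II challenge. Dosing: 6.5 µM single dose. Times: 30-min compound, 1-h challenge, 1-h detection, room temperature. Technique: TR-FRET with Eu-cAMP and labeled anti-cAMP, 671 nm. Replication: singlicate.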
ABHD5-PLIN5 inh – blocks binding of human ABHD5 to perilipin-5; Q00G26+Q8WTS1; Split G. princeps luciferase complementation, luminescence, 4 h; AID 602281; inhibition, % at 4 µM; actives 0.78% (n = 360,000);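 active = inhibition above the mean inhibition across every tested compound plus 3 SD, cut at about 22% in these data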;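 also: 0% = DMSO only wells and the 100% control is not disclosed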
TLR9-MyD88 inh – blocks human TLR9 binding to MyD88. Q9NR96+Q99836. CHO BLA complementation TLR9-MyD88, CCF4 FRET ratio. inhibition, % at 4.98 µM. actives 0.21% (n = 340,000). AID 504734;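 active = inhibition above the mean over all tested compounds plus 3 SD, cut at about 21% in these data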;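 also: 0% = DMSO only wells and 100% = clavulanate BLA inhibitor control wells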
Granule exo inh – lytic granule exocytosis inhibition | inhibition, % at 10 µM | TALL-104 LAMP-1 surface exposure, flow cytometry; cells stimulated with thapsigargin and PMA | actives 0.66% (n = 360,000);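 active = inhibition above about 55%, limit read from the data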
NOD2 RIPK2 PPI – NOD2-RIPK2 protein interaction inhibition; O43353; CHO BLA complementation NOD2-RIPK2, CCF4 ratio; inhibition, % at 4.98 µM; actives 0.38% (n = 360,000); in the data active = inhibition above about 21%;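 also: 0% = vehicle only and 100% = reference blocker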
Target sequence (O43353 whole entry, looked up): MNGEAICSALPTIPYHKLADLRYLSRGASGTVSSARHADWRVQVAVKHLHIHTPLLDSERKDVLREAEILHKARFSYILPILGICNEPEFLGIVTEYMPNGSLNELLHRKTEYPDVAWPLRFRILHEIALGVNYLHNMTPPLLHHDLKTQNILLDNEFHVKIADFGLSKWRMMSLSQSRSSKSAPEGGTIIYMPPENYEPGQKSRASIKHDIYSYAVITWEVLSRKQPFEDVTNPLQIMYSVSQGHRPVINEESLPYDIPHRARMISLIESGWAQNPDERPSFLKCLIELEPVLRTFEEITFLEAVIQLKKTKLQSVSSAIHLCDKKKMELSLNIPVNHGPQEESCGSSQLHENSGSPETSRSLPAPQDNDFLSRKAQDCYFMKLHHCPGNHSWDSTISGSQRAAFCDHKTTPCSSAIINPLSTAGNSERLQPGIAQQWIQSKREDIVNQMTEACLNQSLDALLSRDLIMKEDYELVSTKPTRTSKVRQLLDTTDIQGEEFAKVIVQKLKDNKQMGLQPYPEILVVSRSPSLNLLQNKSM
Vif imaging – blocks HIV Vif function | actives 0.35% (n = 340,000) | inhibition, % at 7.49 µM | HEK293T cells, Vif self-association by quenched fluorescence, imaging, 24 h; in the data active = inhibition above about 50%, passing the limit was not always enough; also: some results filed as inactive read as strong as hits
ABCB6 inh MLPCN – human ABCB6 transporter inhibition. Q9NP58. K562-ABCB6 porphyrin accumulation, flow cytometry, 1 h; stronger effect = lower value. fluorescence ratio to DMSO, % at 10 µM. actives 0.19% (n = 360,000). AID 602162;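 active = fluorescence ratio to DMSO below 75%, the collection mean minus 3 SD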;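 also: signal is porphyrin accumulated inside mitochondria; 100% equals median channel fluorescence of DMSO control wells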
aDG glyco act – alpha-DG glycosylation activation. Pro5-aDG cells, alpha-DG glycosylation AlphaScreen (IIH6); 0% Pro5, 100% B10-LARGE cell signal. activation, % at 10 µM. actives 0.22% (n = 360,000);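 active = activation of at least 8% versus controls, or a plate z-score of at least 8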;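 also: Pro5 are CHO cells carrying HIG-tagged alpha-DG that lacks glycosylation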
An asterisk follows results filed as active; / = no result given. These rows are one share of the data; rates above refer to the full screens.

SMILES | MC4R barr agon | N-glyco inh | MC4R antagonist | ABHD5-PLIN5 inh | TLR9-MyD88 inh | Granule exo inh | NOD2 RIPK2 PPI | Vif imaging | ABCB6 inh MLPCN | aDG glyco act
O=C(CSc1cn(Cc2ccccc2)c2ccccc12)N1CCOCC1 | 1.0 | 2 | 0 | 6 | 0 | 0 | 1 | / | 102 | -0.3
O=C(Cn1cc(Cl)ccc1=O)c1ccc(Cl)cc1 | 0.2 | 0 | -7 | -1 | 3 | 3 | -1 | 0 | 92 | 0.3
CC1CN(C2=CC(=O)CCC2)CC(C)O1 (configuration not stated) | -1.5 | 2 | 4 | 31* | 0 | 0 | -1 | 4 | 98 | -0.3
O=S(=O)(c1ccccc1)N1CN(c2ccc(F)cc2F)c2nc3ccccc3nc21 | 1.1 | -2 | 2 | 0 | / | 3 | 5 | 6 | 98 | 0.1
Cc1ccc2c(c1)N(C(C)C(=O)NCc1ccc3c(c1)OCO3)C(=O)CO2 (configuration not stated) | -0.3 | 1 | 14 | -1 | -5 | -1 | -13 | -2 | 100 | 0.0
O=C(NCCO)c1cc2c(s1)CCC2 | -0.9 | 4 | 1 | 5 | -14 | -2 | -20 | / | 98 | -0.2
Cn1c(=O)c2c(nc(SCc3cccnc3)n2Cc2ccc(F)cc2)n(C)c1=O | 0.9 | -5 | -15 | -3 | 0 | -3 | -13 | 5 | 90 | 0.0
Brc1ccc(-c2csc(Nc3nc(-c4ccc(Br)cc4)cs3)n2)cc1 | 0.5 | -3 | 1 | 5 | -4 | -11 | -14 | -2 | 97 | -0.2
C=C1CCC(O)C2(C)CCC3C(C)C(=O)OC3C12O (configuration not stated) | -1.8 | -1 | 14 | -1 | 1 | -7 | -3 | 4 | 104 | -0.1
O=S(=O)(NCC1CC1)c1cccc(S(=O)(=O)N2CCCC2)c1 | 3.0 | 1 | 0 | 5 | 3 | 1 | 2 | 16 | 102 | 0.1
COc1ccc(NC(=O)CCS(=O)(=O)c2ccc3c(c2)CCCN3C(C)=O)cc1Cl | -0.9 | 0 | -1 | -5 | 6 | -1 | -1 | -6 | 99 | 0.0
CCCCN(S(=O)(=O)c1ccccc1)S(=O)(=O)c1ccccc1 | -4.2 | -4 | 18 | -12 | -1 | 52 | 2 | 3 | 97 | 0.1
CCc1ccc(N2C(=O)C(Cl)=C(N3CCCCCC3)C2=O)cc1 | -0.2 | -9 | 11 | 2 | 6 | 5 | 2 | -6 | 93 | -0.1
COc1ccc(C(=O)/C(C)=N/O)cc1OC | 0.2 | 3 | -3 | 3 | 8 | -1 | -8 | 18 | 88 | -0.2
COc1ccc(C(CNC(=O)c2cccc(NS(=O)(=O)c3ccc(C)c(F)c3)c2)N(C)C)cc1 (configuration not stated) | -3.1 | -4 | 6 | -4 | 5 | 3 | -9 | -2 | 96 | 0.2
Cc1ccc(C(=O)NC2CCN(CC(=O)Nc3cccc([N+](=O)[O-])c3)CC2)cc1 | 0.9 | -2 | 12 | 2 | -4 | -2 | -9 | -11 | 95 | 0.0
CCOC(=O)C1=C(O)/C(=C\c2ccc(CNS(=O)(=O)c3ccc(Br)cc3)o2)N=C1C | -1.4 | -1 | 20 | 13 | 11 | -1 | -3 | -4 | 97 | 0.0
COc1ccc(-c2cc(C(=O)Nc3ccccc3F)on2)cc1 | 0.5 | -2 | 13 | -1 | -4 | 7 | 5 | 11 | 98 | 0.2
CC1CCc2c(C(=O)NCCN3CCOCC3)csc2C1 (configuration not stated) | 2.5 | 1 | -3 | 7 | 3 | -5 | -8 | 6 | 84 | -0.1
Cc1noc(C)c1-c1ccc(C(=O)NCC(C)C)c2occc12 | -0.8 | 11 | 15 | 4 | / | -1 | -15 | 20 | 98 | -0.2
CCOc1cc(C(=O)NCCOC)ccc1OC | -0.1 | 3 | 1 | 7 | -7 | -1 | 9 | 0 | 97 | 0.0
CS(=O)(=O)N1CCN(c2ccc(NC(=O)c3cccnc3Cl)cc2)CC1 | -1.4 | 3 | 14 | -7 | -3 | 3 | 7 | 0 | 100 | -0.2
Cc1ccc(CSc2nnc(-c3cccc(S(=O)(=O)N4CCOCC4)c3)n2CC(C)C)cc1 | -0.2 | -4 | 2 | 6 | 1 | -3 | 4 | 4 | 94 | 0.4
CC1(C)C(C(=O)O)N2C(=O)C(NC(=O)Cc3ccccc3)C2S1=O (configuration not stated) | -1.4 | 1 | 4 | -10 | -4 | 1 | 5 | -5 | 98 | 0.1
Cn1cc(C(=O)C(=O)N2CCCC2)c2ccccc21 | -1.8 | 2 | -6 | -5 | 4 | 12 | -128 | 0 | 94 | 0.0
O=C(CSc1nnc(COc2ccccc2)o1)N1CCCC1 | -0.6 | 3 | 10 | 9 | 4 | 2 | 14 | 10 | 101 | 0.0
COC(=O)c1sc(S(=O)(=O)N2CCN(c3ccccc3F)CC2)c(C(=O)OC)c1C | 0.4 | -2 | -1 | -9 | -7 | -14 | 0 | -6 | 96 | 0.0
Cc1ccc2cc(C#N)c(N3CCN(C(=O)c4cccs4)CC3)nc2c1 | -1.1 | 2 | 5 | 0 | 7 | 7 | -7 | -1 | 98 | -0.1
Cc1ccc(NC(=O)COC(=O)CN2CCCCCC2=O)c(C)c1 | -1.5 | -2 | 2 | -1 | 5 | 5 | -5 | -1 | 98 | 0.0
CC(=O)Nc1cccc(/C(C)=N/NS(=O)(=O)c2ccccc2)c1 | -0.4 | 2 | -5 | 1 | / | -1 | -18 | 8 | 93 | 0.4
O=C(Nc1ccc(NC(=O)C2CC2)nc1)c1cnccn1 | -0.7 | 0 | -2 | -13 | -7 | 0 | 4 | 0 | 94 | -0.2
COc1ccc2oc(=N)c(C(=O)Nc3ccc(Br)cc3)cc2c1 | 1.1 | -2 | -3 | 2 | 0 | 8 | 0 | -1 | 93 | -0.1
CC1CCCN(C(=O)CN(c2ccccc2)S(=O)(=O)c2ccc(F)cc2)C1 (configuration not stated) | -1.4 | 1 | 10 | 6 | 1 | 0 | -6 | -3 | 98 | 0.2
CCOC(=O)c1cnc(SC)nc1Oc1cccc(NS(=O)(=O)c2ccc(F)cc2)c1 | -0.8 | 1 | 6 | -4 | 2 | 0 | -1 | 0 | 92 | 0.0
Cc1ccc(S(=O)(=O)N2CCC(C(=O)OCC(=O)N3CCc4ccccc43)CC2)cc1 | -0.5 | 4 | 5 | 4 | 1 | 0 | -2 | -2 | 98 | -0.1
Cc1cccc(C)c1NC(=O)c1cn(-c2ccccc2)nc1-c1ccccc1 | 9.9* | -1 | 20 | -9 | 1 | 3 | -7 | 11 | 97 | -0.1
Cc1cccc(C)c1NC(=O)CN(C)CC(=O)Nc1ccc(F)c(Cl)c1 | 1.8 | 1 | -5 | 4 | 8 | 8 | -1 | 0 | 86 | 0.6
CCN(CC(=O)NC(C)C)C(=O)CCNC(=O)c1ccc(Cl)cc1 | -1.9 | 2 | 1 | -1 | -3 | 8 | -16 | 8 | 100 | 0.0
Cc1ccc(CCNC(=O)c2nnn(-c3cccc(C)c3)c2N)cc1 | -1.1 | 0 | 8 | 2 | 2 | 2 | 5 | 3 | 92 | 0.3
Cc1sc2ncnc(N3CCC(C(=O)NNC(=O)COc4ccc(Cl)cc4)CC3)c2c1C | -4.0 | -2 | 8 | -9 | 4 | 4 | 9 | 8 | 96 | -0.3

A portion of the results above:
SMILES | MC4R barr agon | N-glyco inh | MC4R antagonist | ABHD5-PLIN5 inh | TLR9-MyD88 inh | Granule exo inh | NOD2 RIPK2 PPI | Vif imaging | ABCB6 inh MLPCN | aDG glyco act
CC(=O)Nc1cccc(/C(C)=N/NS(=O)(=O)c2ccccc2)c1 | -0.4 | 2 | -5 | 1 | / | -1 | -18 | 8 | 93 | 0.4
O=C(Nc1ccc(NC(=O)C2CC2)nc1)c1cnccn1 | -0.7 | 0 | -2 | -13 | -7 | 0 | 4 | 0 | 94 | -0.2

Going on with the list.
SMILES | MC4R barr agon | N-glyco inh | MC4R antagonist | ABHD5-PLIN5 inh | TLR9-MyD88 inh | Granule exo inh | NOD2 RIPK2 PPI | Vif imaging | ABCB6 inh MLPCN | aDG glyco act
CCOc1ccccc1C(=O)NC(C(=O)Nc1ccccc1N1CCOCC1)C(C)C (configuration not stated) | -0.7 | 0 | 4 | -5 | 1 | 29 | 8 | 5 | 96 | 1.2
Cc1ccc(NC(=S)c2ccncc2)cc1 | -2.6 | 0 | 1 | 2 | 9 | -1 | 1 | -1 | 94 | 0.1
COc1ccc(C2=NNC(=Nc3cc(S(=O)(=O)N(C)C)ccc3C)SC2)c(OC)c1 | -1.9 | -7 | 7 | -6 | 8 | -4 | -7 | -10 | 92 | 0.1
O=[N+]([O-])c1cc(-c2nnc(N3CCOCC3)c3ccccc23)ccc1N1CCOCC1 | -1.6 | -8 | 4 | 1 | 5 | 0 | -13 | -2 | 93 | -0.3
CN(C)C(=O)c1ccc(-c2cc(C(F)(F)F)n(C)n2)s1 | -2.2 | 0 | 5 | -5 | -15 | -3 | -7 | -7 | 102 | 0.0
O=C(Nc1ccc(Cl)cn1)c1ccc(Oc2ccccc2)cc1 | 0.8 | -7 | 3 | -3 | -12 | 0 | 0 | -11 | 98 | 0.0
Cc1cc(C)n(Cc2ccc(C(=O)O)o2)n1 | -1.2 | 1 | -3 | 2 | -16 | 3 | 0 | 4 | / | 0.2
O=C(COC(=O)c1cc2ccccc2oc1=O)Nc1cccc(S(=O)(=O)N2CCCCCC2)c1 | -0.6 | -1 | 6 | -4 | -5 | 3 | 4 | 12 | 97 | 0.3
COc1ccc(C)cc1Nc1n[n+](-c2ccccc2)c(-c2ccc(N(C)C)cc2)s1 | -0.8 | 0 | -4 | 5 | -1 | -3 | 1 | / | 415 | -0.2
Cc1ccc(C(=O)Nc2sc3c(c2C(=O)O)CCCC3)o1 | -1.2 | -2 | 2 | -1 | -4 | -1 | -12 | 12 | 104 | 0.2
COCCN1C(=O)CCC1(C)C(=O)NC1CCCCC1 (configuration not stated) | / | -1 | / | -1 | / | -4 | 0 | / | 102 | -0.4
COc1ccc2oc(=O)c(C(=O)Nc3ccccc3O)cc2c1 | 7.2 | -14 | 0 | 1 | 5 | -3 | -11 | -4 | 97 | 0.0
CCCCC(=O)Nc1ccc(C(=O)NCCc2ccccc2)cc1 | 0.0 | 2 | 2 | 2 | -6 | 0 | -9 | -4 | 97 | 0.1
Cc1cc(C)c(COc2ccc(/C=N/n3c(C)n[nH]c3=S)cc2)c(C)c1 | 6.4 | -2 | 5 | -12 | 4 | 2 | -7 | -4 | 86 | 0.0
COc1cc(OC)cc(C(=O)NNC(=O)CCC(=O)c2cc(C)sc2C)c1 | 1.6 | 2 | 7 | 1 | -10 | -5 | 9 | 4 | 99 | -0.4
CC1=C(C(=O)N2CCCCCC2)CC(CC(=O)NCCCCc2ccccc2)C(=O)N1CCC1=CCCCC1 (configuration not stated) | / | / | / | 8 | / | 86* | 1 | / | 95 | -0.1

Part of the list above, reduced to N-glyco inh.
canonical_smiles	N-glyco inh
Cc1cccc(C)c1NC(=O)CN(C)CC(=O)Nc1ccc(F)c(Cl)c1	1
CCOc1ccccc1C(=O)NC(C(=O)Nc1ccccc1N1CCOCC1)C(C)C (configuration not stated)	0
CC1CCc2c(C(=O)NCCN3CCOCC3)csc2C1 (configuration not stated)	1

Screening data: PubChem BioAssay, several laboratories
